Assay outcomes (PubChem BioAssay)
SF1 activator = activates the human nuclear receptor SF-1 | CHO-K1 Gal4-SF-1 LBD luciferase reporter; % increase over DMSO SF-1-specific signal | Q13285 | 65,000 compounds, 1.9% hits | activation, % at 10 µM;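 active means activation above the mean activation of all tested compounds plus 3 SD, cut at about 50% in these data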
Target sequence (Q13285 whole entry, looked up, the tested form may be a part): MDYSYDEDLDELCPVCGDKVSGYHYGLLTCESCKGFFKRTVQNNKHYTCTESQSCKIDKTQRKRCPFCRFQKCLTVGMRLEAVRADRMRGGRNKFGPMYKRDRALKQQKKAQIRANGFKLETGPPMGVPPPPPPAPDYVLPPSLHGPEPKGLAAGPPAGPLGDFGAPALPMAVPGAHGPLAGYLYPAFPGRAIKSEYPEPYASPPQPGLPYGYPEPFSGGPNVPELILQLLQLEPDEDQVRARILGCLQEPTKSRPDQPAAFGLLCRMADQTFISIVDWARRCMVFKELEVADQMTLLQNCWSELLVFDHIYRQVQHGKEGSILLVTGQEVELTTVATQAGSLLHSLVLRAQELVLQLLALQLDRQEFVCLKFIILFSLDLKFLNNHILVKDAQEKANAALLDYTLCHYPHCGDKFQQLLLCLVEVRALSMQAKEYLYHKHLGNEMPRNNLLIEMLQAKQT
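Material: Gal4–SF-1 LBD one-hybrid luciferase reporter in CHO-K1 cells | Amount: 4,000 cells per well | Compound dosing: 10 µM single point, 1% DMSO | Schedule: 20 h compound treatment, 37 °C | Measured by: SteadyLite luciferase luminescence | Evaluation: Percent activation versus DMSO | Control set: DMSO-treated SF-1-transfected cells as negative, DMSO-treated mock-transfected cells lacking SF-1 as background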
HTR1E antagonist = blocks the human 5-HT1E serotonin receptor | P28566 | CHO 5-HT1E Ga15 NFAT-bla reporter, FRET, antagonist | inhibition, % at 6 µM | 65,000 compounds, 0.99% hits | AID 571;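 active means inhibition above a set limit, the mean inhibition across every tested compound plus 3 SD, cut at about 29% in these data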;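 further: signal is the 460 over 535 nm emission ratio of beta-lactamase substrate; 0% = agonist plus DMSO wells and 100% = wells without agonist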
RORA act = activators of human nuclear receptor RORA; 65,000 compounds, 1.5% hits; CHO-K1 Gal4-RORA LBD luciferase reporter, luminescence; percent increase over mock-subtracted basal signal; P35398; activation, % at 10 µM;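 active means activation above the mean of all tested compounds plus 3 SD, cut at about 49% in these data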;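 further: 0% = DMSO-treated RORA cells and 100% = added signal equal to DMSO minus mock-transfected cells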
Target sequence (P35398 whole entry, looked up, the tested form may be a part): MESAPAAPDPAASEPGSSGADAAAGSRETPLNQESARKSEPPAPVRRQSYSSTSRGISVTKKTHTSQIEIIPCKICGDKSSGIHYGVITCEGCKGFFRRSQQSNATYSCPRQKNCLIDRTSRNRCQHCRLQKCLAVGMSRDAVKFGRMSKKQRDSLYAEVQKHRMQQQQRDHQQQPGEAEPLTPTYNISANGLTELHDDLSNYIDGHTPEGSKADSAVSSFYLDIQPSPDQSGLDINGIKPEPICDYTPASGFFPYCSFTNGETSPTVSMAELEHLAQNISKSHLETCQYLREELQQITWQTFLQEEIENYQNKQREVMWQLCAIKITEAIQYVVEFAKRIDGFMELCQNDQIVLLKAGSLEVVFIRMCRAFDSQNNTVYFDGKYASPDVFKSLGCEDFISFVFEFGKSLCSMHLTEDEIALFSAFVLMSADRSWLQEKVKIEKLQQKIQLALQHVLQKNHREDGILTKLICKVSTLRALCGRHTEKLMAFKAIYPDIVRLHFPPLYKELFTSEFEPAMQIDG
AP complement = orthogonal test for alternative complement pathway inhibitors | inhibition, % at 5 µM | Human serum alternative complement pathway, LPS-coated ELISA, C3 deposition; tested in compound mixtures | 62,000 compounds, 0.08% hits;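 active means inhibition above 30% in each of the two pooled mixtures holding the compound, so the lower value exceeds 30%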;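 further: 0% = serum in Mg-EGTA without compound and 100% = EDTA serum blank; some compounds past the cut are filed as inactive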
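Medium: diluted human serum in Mg2+-EGTA GVB++. Assay system: human serum complement alternative pathway, C3 deposition onto LPS. Also added: Plate-bound LPS. Technique: Anti-C3 ELISA, OD 450 nm. Measure: percent inhibition. Incubation: 1 h at 37 °C. Dosing: 5 µM each compound, pools of ten, 50 µM per pool.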
HTR1E agonist = agonists of human 5-HT1E serotonin receptor | P28566 | CHO 5-HT1E Ga15 NFAT-bla reporter, FRET; 0% DMSO wells, 100% control agonist wells | activation, % at 6 µM | 65,000 compounds, 0.69% hits;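 active means activation above a set limit, the screen-wide mean activation plus 3 SD, cut at about 8.5% in these data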;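 further: 100% = positive control agonist at 1 µM giving full maximal response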
S1P3 agonist = activates the human S1P3 receptor; S1P3 NFAT-BLA reporter cells, agonism, FRET ratio; relative to 1 µM S1P, basal subtracted; activation, % at 4.5 µM; 60,000 compounds, 0.1% hits; AID 373;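 active means activation above the screen-wide mean plus 3 SD, cut at about 4.5% in these data, passing the limit was not always enough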; further: some compounds called inactive have numbers as strong as hits
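Assay system: CHO cells stably expressing human S1P3, Gα16 and NFAT-β-lactamase reporter. Timing: overnight plating, 4 h compound 37 °C, 2 h substrate RT. Signal: β-lactamase FRET emission ratio 460/535 nm. Measure: percent activation versus median 1 µM S1P response, basal-subtracted, per plate. Repeats: primary screen single test, confirmation screen in triplicate.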
Ecoli tolC = growth inhibitors of E. coli BW25113 tolC mutant; OD615; growth inhibition, % at 10 µM (by protocol); 65,000 compounds, 2.2% hits; AID 573;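 active means growth inhibition at or above a cutoff equal to the mean over every tested compound plus 3 SD, cut at about 60% in these data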;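 further: growth measured after 20 h incubation at 37 °C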
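Material: E. coli BW25113 ΔtolC::kan, tolC deletion mutant strain. Measure: percent growth inhibition. Schedule: 37 °C, 20 h exposure. Doses: single-point testing at 10 µM. Signal: A615 absorbance measurement. Buffer or medium: kanamycin-containing LB broth (50 µg/mL).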
S1P1 ag pot = S1P1 (human) agonism or agonism potentiation | AID 449 | activation, % at 9.5 µM | S1P1 CRE-bla cells, forskolin, beta-lactamase FRET, potentiator mode; S1P1 agonist co-added at EC20, 2 nM; 100% = saturating reference agonist, 0% = basal | 56,000 compounds, 0.57% hits | P21453;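 active means activation above a cutoff set at the mean activation of all tested compounds plus 3 SD, cut at about 54% in these data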;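 further: forskolin at 4 µM as EC80 and the EC20 agonist is SEW2871; 100% = SEW2871 at its EC100 plus forskolin at EC80; some compounds past the cut are filed as inactive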
5HT1a antag = antagonists of human 5-HT1a serotonin receptor | 62,000 compounds, 0.68% hits | CHO 5-HT1a Ga15 NFAT-bla reporter, antagonist mode | inhibition, % at 10 µM | P08908;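 active means inhibition above the mean of all tested compounds plus 3 SD, cut at about 43% in these data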;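 further: receptor stimulated by 5-CT agonist at 100 nM near EC80; beta-lactamase reporter measured by ratiometric fluorescence of a cleavable substrate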
An asterisk follows results filed as active; · = no result given.

SMILES | SF1 activator | HTR1E antagonist | RORA act | AP complement | HTR1E agonist | S1P3 agonist | Ecoli tolC | S1P1 ag pot | 5HT1a antag
CCCC(c1nnnn1C(C)(C)CC)N1CCN(C2CCCC2)CC1 (centres undefined) | -5 | 14 | 26 | -9 | 0.7 | -1.0 | -4 | 3 | 36
Clc1ccccc1Cn1nnc2c(Nc3ccccc3)ncnc21 | 20 | -4 | -9 | 17 | -0.5 | 0.0 | 42 | -1 | 0
Cc1cc(NC(=O)C2CC=CCC2C(=O)O)no1 (centres undefined) | -17 | -1 | 6 | 4 | 0.8 | -0.6 | 8 | · | -8
O=C(c1ccc(Cn2c(=O)[nH]c3ccccc3c2=O)cc1)N1CCN(c2ccccc2)CC1 | -10 | -7 | 10 | 10 | 3.0 | 0.1 | 21 | -2 | -19
CCC(=O)N1CCN(C(=O)CC)C1c1ccccc1 | 7 | -6 | 0 | 2 | 1.1 | 0.0 | -8 | 4 | 8
Cc1ccc(N2CCN(c3ccc(C)cc3)C2c2ccncc2)cc1 | -3 | -9 | 4 | -11 | 0.6 | -1.4 | 18 | 6 | -1
CCOc1ccc(N2CC(C(=O)NCCCN3CCOCC3)CC2=O)cc1 (centres undefined) | 14 | 2 | -20 | 1 | 0.1 | 0.0 | -13 | · | -10
Clc1ccc(CSc2nnc(-c3cccnc3)n2Cc2ccco2)c(Cl)c1 | 11 | 5 | 10 | 7 | -0.9 | · | 22 | · | 31
N#Cc1cn(CC(=O)NCc2cccnc2)c2ccccc12 | 3 | 2 | -1 | 3 | -0.7 | -1.1 | -15 | -15 | -4
N#Cc1c(N2C(=O)C3C4C=CC(C4)C3C2=O)sc2c1CCC2 (centres undefined) | -4 | -6 | 15 | 2 | 2.1 | 0.6 | 4 | -1 | -13

The final six entries of the part above come first, to join the parts.
SMILES | SF1 activator | HTR1E antagonist | RORA act | AP complement | HTR1E agonist | S1P3 agonist | Ecoli tolC | S1P1 ag pot | 5HT1a antag
CCC(=O)N1CCN(C(=O)CC)C1c1ccccc1 | 7 | -6 | 0 | 2 | 1.1 | 0.0 | -8 | 4 | 8
Cc1ccc(N2CCN(c3ccc(C)cc3)C2c2ccncc2)cc1 | -3 | -9 | 4 | -11 | 0.6 | -1.4 | 18 | 6 | -1
CCOc1ccc(N2CC(C(=O)NCCCN3CCOCC3)CC2=O)cc1 (centres undefined) | 14 | 2 | -20 | 1 | 0.1 | 0.0 | -13 | · | -10
Clc1ccc(CSc2nnc(-c3cccnc3)n2Cc2ccco2)c(Cl)c1 | 11 | 5 | 10 | 7 | -0.9 | · | 22 | · | 31
N#Cc1cn(CC(=O)NCc2cccnc2)c2ccccc12 | 3 | 2 | -1 | 3 | -0.7 | -1.1 | -15 | -15 | -4
N#Cc1c(N2C(=O)C3C4C=CC(C4)C3C2=O)sc2c1CCC2 (centres undefined) | -4 | -6 | 15 | 2 | 2.1 | 0.6 | 4 | -1 | -13
O=C(Nc1ccccc1)NC1(C(=O)NCc2ccc3c(c2)OCO3)CCCCC1 | 0 | -6 | -7 | -5 | 0.5 | 0.7 | 4 | 14 | 6
COc1ccc(NC(=O)CN2CCN(CC(=O)Nc3ccccc3Cl)CC2)cc1Cl | 1 | 10 | -7 | -3 | -0.1 | -1.3 | 7 | 26 | -14
O=C(c1ccc(CN2CCOCC2)cc1)N1CCC(Cc2ccccc2)CC1 | 6 | -1 | -8 | 9 | -0.4 | · | -4 | · | 0
O=S(=O)(Cc1ccccc1Cl)Nc1ccccn1 | 11 | -2 | -1 | 5 | 0.7 | -0.1 | -12 | · | -9
CC(=O)Nc1cccc(NC(=O)c2cc3ccccc3o2)c1 | 87* | -1 | 33 | -8 | 0.5 | -0.2 | 15 | -4 | 7
Cc1nnc(Sc2nc3c(c(=O)[nH]c(=O)n3C)n2CCc2ccccc2)s1 | -31 | 3 | 2 | -9 | 0.4 | -0.9 | 0 | -20 | -5
CN(C)c1cccc(C(=O)NCC2CCCO2)c1 (centres undefined) | 18 | -8 | 10 | 5 | -0.4 | 0.8 | -17 | -19 | -11
CC(=O)N(Cc1cc2c(C)cc(C)cc2[nH]c1=O)C1CCCCC1 | -5 | -3 | 6 | -16 | 0.1 | 0.3 | 23 | -30 | -9
COc1ccc2c(=O)c3c(=O)n(Cc4ccco4)c(-c4cc(OC)c(OC)c(OC)c4)nc3oc2c1 | 4 | 6 | 8 | 7 | 0.1 | -0.8 | -10 | -34 | 1
Cc1ccc(C(=O)CSc2ccccn2)cc1 | 84* | 8 | 34 | 31 | -0.3 | -1.2 | -5 | -10 | 3
O=C(Nc1ccccc1N1CCN(c2ccccc2)CC1)c1cccc(F)c1 | -11 | -4 | -17 | 23 | -0.6 | -1.8 | 18 | 6 | 40
CC(CCc1ccccc1)NC(=O)c1nnc(Cc2ccc(F)cc2)o1 (centres undefined) | -5 | 9 | 5 | 12 | 1.4 | -0.3 | 9 | -6 | -1
CCNc1nc(N)nc(Oc2ccc(C(=O)OC)cc2)n1 | 44 | 1 | 56* | -3 | -0.8 | 0.1 | -7 | 1 | -2
COCC(=O)N(C)c1nnc(-c2cnccn2)s1 | 15 | -5 | 11 | -10 | -0.4 | -0.7 | -7 | -2 | 0
COc1ccc(OCCN(C)Cc2ccccc2)cc1 | -13 | 7 | -9 | 23 | -1.0 | -0.7 | -19 | · | -2
COc1cccc(OCC(O)CN2C(C)CCCC2C)c1 (centres undefined) | 14 | -1 | -4 | 10 | 0.9 | -0.8 | -13 | -19 | 0
CCOc1cc(-c2noc(-c3cccnc3)n2)ccc1OC | 20 | 11 | 23 | -6 | 1.1 | 1.0 | -19 | 94 | 0
COCCCn1c(SCC(=O)Nc2nnc(C)s2)nnc1-c1ccoc1C | 3 | -2 | 6 | 3 | 0.6 | -0.5 | 16 | -22 | -3
CCOc1ccccc1-c1nc(C(N)=O)c2[nH]c(=O)n(-c3ccc(F)cc3)c2n1 | 2 | 8 | -8 | 22 | -1.2 | -0.6 | 12 | -20 | 8
COC(=O)CSc1nnc(Cc2cc(=O)[nH]c(=O)[nH]2)n1-c1cccc(OC)c1 | 6 | 2 | -30 | 7 | 0.8 | 0.6 | -29 | -5 | -5

Random excerpt: 2 entries already listed, in no set order.
SMILES | SF1 activator | HTR1E antagonist | RORA act | AP complement | HTR1E agonist | S1P3 agonist | Ecoli tolC | S1P1 ag pot | 5HT1a antag
COc1cccc(OCC(O)CN2C(C)CCCC2C)c1 (centres undefined) | 14 | -1 | -4 | 10 | 0.9 | -0.8 | -13 | -19 | 0
CCNc1nc(N)nc(Oc2ccc(C(=O)OC)cc2)n1 | 44 | 1 | 56* | -3 | -0.8 | 0.1 | -7 | 1 | -2

Later entries:
SMILES | SF1 activator | HTR1E antagonist | RORA act | AP complement | HTR1E agonist | S1P3 agonist | Ecoli tolC | S1P1 ag pot | 5HT1a antag
COCCN1C=C(C(=O)OC)C(c2ccc(OC)c(OC)c2)C(C(=O)OC)=C1 | -3 | -5 | 5 | -6 | 0.8 | -0.5 | -7 | · | -16
COc1ccc(-n2nnc3c(=O)n(Cc4ccccc4C)cnc32)cc1 | 1 | 2 | -12 | 20 | -0.2 | -1.4 | 1 | -2 | -10
Cc1cccc(C)c1OCC(=O)Nc1cccc(NC(=O)c2ccco2)c1 | 3 | 4 | 6 | 6 | 0.9 | -0.6 | 38 | 24 | 16
COc1ccc(-n2nnc3c(=O)n(CC(=O)N4CCCCC4)cnc32)cc1 | -18 | -7 | 13 | 9 | 0.1 | -0.2 | -10 | -6 | -8
O=C(Cn1cc2c(n1)CCCC2)Nc1cc(-c2cccc(Cl)c2)no1 | 9 | -7 | -5 | 9 | -0.1 | 0.8 | 24 | -36 | 0
CN(C)S(=O)(=O)c1ccc(Oc2ccc(S(=O)(=O)N(C)C)cc2)cc1 | -28 | 3 | -23 | -1 | -0.4 | -1.8 | 5 | 44 | -1
CC(C)NC(=O)C1CCN(Cc2cnn(-c3ccccc3)c2-n2cccc2)CC1 | 8 | -1 | -14 | -2 | 0.8 | · | -22 | · | 0
CCOC(=O)c1sc2nc(-c3ccco3)c3c(c2c1N)CC(C)(C)OC3 | 2 | 11 | -29 | 12 | -0.2 | -1.7 | 14 | 2 | -8
COc1ccc(S(=O)(=O)N2Cc3ccccc3CC2C(=O)N2CCOCC2)cc1 (centres undefined) | -16 | 2 | -10 | 5 | -0.1 | -1.6 | -5 | -13 | 1
O=C(O)c1cc(NCc2ccccc2C(F)(F)F)ccc1N1CCOCC1 | -6 | -1 | -23 | -5 | 0.6 | -0.8 | -4 | -8 | 15
Cc1ccc(-c2nn3c(C)nnc3s2)cc1NC(=O)c1ccco1 | -13 | 2 | -9 | 11 | 0.8 | -0.7 | -5 | -14 | -1
CCOC(=O)Cn1c(=N)n(CCOc2cccc(C)c2)c2ccccc21 | 4 | 2 | -12 | 6 | 0.8 | -1.5 | 28 | -9 | 16
COc1ccc(N2C(=O)CC(Sc3nc(C)c4c(n3)CCCC4)C2=O)cc1 (centres undefined) | 23 | 10 | 41 | -2 | 0.2 | -0.8 | · | -10 | 3
COc1ccc2cc3cc(C(=O)NCCc4ccc(OC)c(OC)c4)oc3nc2c1 | -1 | 26 | 0 | 11 | -0.2 | -1.3 | -7 | -2 | -16
CCc1nnc(NC(=O)CSc2ncc(-c3ccccc3)n2C)s1 | 13 | -9 | -2 | 11 | -0.4 | -0.2 | 26 | -2 | 2

Rows were taken by chance, and some 7.1% of all compounds hit somewhere here.
